LGR2 inh = blocks bursicon-induced cAMP signaling via Drosophila LGR2 | HEK293 LGR2, CRE-luciferase, bursicon-stimulated, 4 h | inhibition, % at 9.99 µM | 0.35% of 380,000 active | AID 720647;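 active = drop in luminescence signal, shown as inhibition above about 50% in the replicate tests, limit read from the data, passing the limit was not always enough; inconclusive = probably only some replicates passing the limit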;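 also: agonist challenge used bursicon conditioned medium at about half maximal strength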
PGC1a acetyl inh = PGC1a acetylation modulation, inhibitor mode; inhibition, % at 15.6 µM; U2OS PGC1a acetylation, AlphaScreen anti-acetyl-lysine; with virally co-expressed GCN5 acetyltransferase; 0.17% of 350,000 active;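 active = every replicate shows inhibition of at least 40%; inconclusive = mean inhibition at least 40% but some replicate below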;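 also: 0% = neutral control wells and 100% = positive control wells; some results beyond the cut were filed as inactive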
PAX8 inh HTS = PAX8 transcriptional activity inhibition | 1.2% of 360,000 active | inhibition, % at 12.6 µM | RMG-I TPO-luciferase reporter, SteadyGlo, 24 h;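 active = mean replicate inhibition at least 60% with every replicate also reaching 60%; inconclusive = only one of the two criteria is met; inactive = mean below 60% and not all replicates reaching 60%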;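 also: luciferase light reporting Pax8 driven TPO promoter activity; plate controls were median of neutral control wells for no effect and mitoxantrone controls for full effect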
CASP6 VEID inh = inhibitors of human caspase-6; purified caspase-6, Z-VEID-R110 cleavage fluorescence; inhibition, % at 12.5 µM; 0.53% of 350,000 active; AID 686996;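 active = mean inhibition across replicates at least about 35%, with every replicate also reaching that limit, limit read from the data; inconclusive = only one of the two criteria met; inactive = neither criterion met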;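 also: 0% = median of neutral control wells and 100% = no fluorescence left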
Target sequence (P55212 24-179 limits assumed): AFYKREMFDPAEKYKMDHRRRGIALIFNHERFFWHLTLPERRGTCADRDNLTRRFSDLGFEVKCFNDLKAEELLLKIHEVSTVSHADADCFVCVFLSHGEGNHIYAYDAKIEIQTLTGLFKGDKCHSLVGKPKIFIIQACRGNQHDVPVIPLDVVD
Target sequence (P55212 194-293 limits assumed): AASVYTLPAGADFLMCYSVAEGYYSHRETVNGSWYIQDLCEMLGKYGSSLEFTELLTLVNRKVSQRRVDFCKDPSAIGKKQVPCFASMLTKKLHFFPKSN
EWS-Fli block = EWS/Fli transcriptional activity inhibition. inhibition, % at 12.6 µM. 0.67% of 350,000 active. A673 NR0B1-luciferase reporter, viability-normalised;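 active = mean inhibition of at least 50% after viability correction, with every replicate also passing that limit; inconclusive = mean reaches 50% but only one of two replicates passes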;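 also: firefly luciferase signal divided by Alamar Blue viability fluorescence both relative to DMSO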
miR-122 sensor = blocks miR-122 activity in Huh7 sensor cells; activation (reporter increase), % at 12.5 µM; AID 602342; Huh7 miR-122 Renilla luciferase sensor, 48 h; neutral wells = 0, positive control = 100; 0.3% of 340,000 active;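 active = mean replicate activation score at least 90 and every replicate individually at or above 90; inconclusive = only one of the two criteria met; inactive = neither criterion met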;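 also: higher luciferase means less miR-122 activity so hits act as miR-122 inhibitors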
FN deposit inh = fibronectin deposition inhibition; AH1F fibroblasts, Alexa488-fibronectin deposition fluorescence, overnight; inhibition, % at 12.6 µM; AID 743247; 0.086% of 350,000 active;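 active = mean inhibition across replicates of 30% or more, regardless of how many single replicates reach that level; inconclusive = mean under 30% yet at least half of replicates reach 30%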;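 also: positive control wells lacked labelled fibronectin entirely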
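Material: AH1F fibroblast monolayer depositing Alexa488-labelled fibronectin into matrix / Amount: 10000 AH1F cells per well / Signal: fluorescence 485/525 nm / Medium: DMEM, 2% serum / Compound: single dose, pinned / Incubation: 1 h cell adhesion before compound, then overnight fibronectin incubation / Reagent: Alexa488-FN, 24 nM final / Read-out: inhibition of fibronectin deposition signal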
Cneo AK release = Cryptococcus neoformans lysis via adenylate kinase release; C. neoformans lysis, adenylate kinase release luminescence, 4 h; normalised: neutral wells 0, clomiphene wells 100; lysis activity, % at 15 µM; 0.2% of 360,000 active; AID 651654;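 active = mean lysis activity across replicates of at least 80%, whatever share of replicates individually reach that level; inactive = mean lysis activity below 80%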
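Assay system: Cryptococcus neoformans yeast cells / Dosing: single-point compound dose / Timing: 4 h at 37 °C static, read 1 h later / Measured by: luminescence of released adenylate kinase using an AK detection reagent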
Starred values were filed as active, the others as inactive; ? = inconclusive; / = not tested or not shown; & = joins results of further samples; ! = a repeat was not active; [ ] = dose if it differs, or a comment.

SMILES	LGR2 inh	PGC1a acetyl inh	PAX8 inh HTS	CASP6 VEID inh	EWS-Fli block	miR-122 sensor	FN deposit inh	Cneo AK release
Cc1ccccc1-c1ccc2c(c1)O[C@H](CN(C)C(=O)Nc1ccc(C(F)(F)F)cc1)[C@H](C)CN([C@@H](C)CO)S2(=O)=O	0	0	77*	-1	8	-14[16.7 µM]	-1	55
CN(C)S(=O)(=O)n1cnc(C(CCO)c2ncn(S(=O)(=O)N(C)C)c2CCCO)c1 (configuration not stated)	7	12	-11	0	-8	-3	-2	4
CCn1nc(NC(=O)CC(C)C)c2cc3ccc(C)cc3nc21	-6	4	7	-3	10	-7	2	-1
CCc1ccc(C2CC(=O)N(c3ccc(F)cc3)C3=C2C(=O)OC3)cc1 (configuration not stated)	14	/	14	1	5	/	-6	/
COc1ccc(NC(=O)N[C@@H]2CC[C@@H](CCNC(=O)Cc3ccncc3)O[C@H]2CO)cc1	15	2	-5	2	6	/	-5	-1
O=C(c1ccccc1F)N1C[C@H]2[C@@H](c3ccccc31)[C@@H](CO)N2C(=O)Nc1ccccc1	-12	0	5	/	6	8[16.7 µM]	3	-1
Cc1ccc(N2C(=O)CSC2c2cccnc2)c(Cl)c1 (configuration not stated)	1	/	30	1	33	/	-7	/
CC(=O)c1c(C)nc2sc3c(=N)n(N)cnc3c2c1-c1ccc(Cl)cc1	/	-11	-13	1	32	-7	0	/
CC(C)c1cn(CC[C@@H]2CC[C@@H](NC(=O)C3CCC3)[C@@H](CO)O2)nn1	0	9	3	1	-1	/	/	-2
Cc1ccc(C)c(N2CN(Cc3ccco3)CNC2=S)c1	-17	-5	15	/	/	-2	/	1
C[C@H](O)C#Cc1ccc2c(c1)O[C@H](CN(C)C(=O)c1ccccc1)[C@@H](C)CN([C@@H](C)CO)S2(=O)=O	-5	1	/	-2	-9	-1[16.7 µM]	-12	0
OC[C@@H]1[C@H](c2ccc(C#CC3CC3)cc2)[C@@H]2CN(CCC(F)(F)F)CCCCN12	/	-16	-7	-2	8	13[16.7 µM]	/	0
CNc1ncnc2c1ncn2[C@H]1CN(Cc2ccc(Cl)cc2)C[C@@H](CO)O1	0	/	9	-2	2	-9	-5	2
COc1ccc(/C=N/Nc2nc3ccccc3[nH]2)c(OC)c1OC	28	?	-106	2	-43	/	1	/
CN1C(=O)C(=O)/C(=C(/O)c2ccc(Br)cc2)C1c1ccc(Cl)cc1 (configuration not stated)	1	/	0	8	17	/	1	-1
C[C@@H]1CN([C@H](C)CO)C(=O)Cc2cc(NS(=O)(=O)c3cn(C)cn3)ccc2O[C@@H]1CN(C)S(=O)(=O)c1ccc(Cl)cc1	-26	6	-12	/	-6	0[16.7 µM]	-3	-1
O=C(C[C@@H]1CC[C@H]2[C@@H](COC[C@H](O)CN2S(=O)(=O)c2ccc(Cl)cc2)O1)NCCN1CCCCC1	-1	/	0	-2	1	/	-3	/
COc1ccc(CN2C(=O)c3ccccc3C2=O)cc1C(=O)N(C)CC(=O)Nc1ccc(F)cc1	-1	3	-3	2	-2	-15	0	0
COc1ccccc1Oc1ncnc2sccc12	2	7	14	1	-4	/	-14	/
COc1ccc(N(C(=O)Cc2cccs2)C2C=CS(=O)(=O)C2)cc1 (configuration not stated)	20	-3	0	0	6	1	-8	3
C[C@H](CO)N1C[C@H](C)[C@H](CN(C)C(=O)CN(C)C)Oc2ncc(C#Cc3ccccc3)cc2C1=O	-23	11	/	1	1	-4[16.7 µM]	8	1
CCCC#Cc1cnc2c(c1)C(=O)N([C@H](C)CO)C[C@H](C)[C@H](CN(C)C(=O)C1CCOCC1)O2	-1	7	/	-1	-13	-2[16.7 µM]	/	4
CNS(=O)(=O)c1ccc(C)cc1	/	7	/	/	/	-4	2	-4
COc1cccc(N2CCN(C3CC(=O)N(c4ccc(F)c(Cl)c4)C3=O)CC2)c1 (configuration not stated)	/	4	3	/	/	-2	2	2
CCOC(=O)NC(=O)/C(C#N)=N\Nc1cccc(Cl)c1	2	1	-18	-1	-11	-1	10	3

(more compounds)
SMILES	LGR2 inh	PGC1a acetyl inh	PAX8 inh HTS	CASP6 VEID inh	EWS-Fli block	miR-122 sensor	FN deposit inh	Cneo AK release
COc1ccc(NC(=S)N2CCCC2)cc1OC	19	/	-13	-8	-8	/	-9	/
COc1cc2ncnc(NCc3ccc(C)o3)c2cc1OC	9	0	-7	0	6	/	4	/
C[C@H](CO)N1C[C@H](C)[C@@H](CN(C)S(=O)(=O)c2ccc(F)cc2)Oc2c(NS(=O)(=O)c3ccccc3)cccc2C1=O	6&-8	6	1&4	0&3	2&1	/	-9	0
O=c1c2oc3ccccc3c2[nH]c(=S)n1-c1ccccc1	14	6	-5	/	/	3	0	2
c1ccc(-c2nnc(CSc3nc4ccccc4[nH]3)o2)cc1	/	/	4	/	/	0	3	4
CS(=O)(=O)Nc1ccc2c(c1)[C@H]1C[C@H](CC(=O)NC3CCCCC3)O[C@@H](CO)[C@H]1O2	-3	3	0	-1	-1	9[16.7 µM]	0	-1
Cc1ccccc1NC(=O)NC1CCCc2ccccc21 (configuration not stated)	10	/	27	-2	-3	/	/	-2
Cc1ccc(S(=O)(=O)N2CCN=C2SCc2cccnc2)cc1	25	/	9	-3	5	/	13	/
COC(=O)[C@]12CCCCC=C1N(Cc1ccc(Cl)cc1Cl)C(=O)[C@H](CC(=O)NCCC(C)C)C2	16	/	12	-3	1	/	9	/
Cc1cccc(S(=O)(=O)N2C[C@@H]3[C@H](c4ccccc42)[C@@H](CO)N3C(=O)c2ccccc2)c1	-1	-3	15	0	2	-8[16.7 µM]	3	-1
C[C@@H]1CCCCO[C@H](CN(C)S(=O)(=O)c2ccc(F)cc2)[C@@H](C)CN([C@H](C)CO)C(=O)c2cc(NC(=O)Nc3ccc(C(F)(F)F)cc3)ccc2O1	3	2&12	74*!	-1&-6	7&-4	-7	-10	-1&5
CNC[C@H]1OCCCC[C@@H](C)Oc2ccc(NS(=O)(=O)c3ccc(F)cc3)cc2C(=O)N([C@@H](C)CO)C[C@H]1C	12	-24	-17	/	-2	5[16.7 µM]	-10	/
Cc1ccc([C@H]2C[C@H](n3cc(-c4ccc(F)cc4)nn3)[C@@H](O)CN2C(=O)c2cccs2)cc1	7	-6	46	1	12	-5	/	0
OC[C@@H]1CN(Cc2ccc(Cl)cc2)C[C@H](n2cnc3c(N4CCCC4)ncnc32)O1	-25	3	19	-2	2	2	-7	-1
O=C(CNC(=O)c1cc(S(=O)(=O)N2CCOCC2)ccc1N1CCCC1)Nc1ccc(F)c(F)c1	4	6	-5	-25	-2	3	5	5
Cc1noc(C)c1C(=O)Nc1nc(-c2ccc([N+](=O)[O-])cc2)cs1	7	-2	-5	3	6	/	/	3
CN(C)CCNc1oc(COc2ccc(-c3ccccc3)cc2)nc1C#N	-10	58*	/	-54	10	/	/	-1
COc1cccc(C(=O)Nc2cccc(-c3nnc(-c4ccccc4)o3)c2)c1	24	-1	0	-3	-60	-4	-4	6
COc1cccc(C(=O)N2CCN(C(=O)Cc3ccccc3)CC2)c1	5	2	17	3	2	-1	8	/
Cc1[nH]c(=O)n(C(C)C)c(=O)c1Br	-4	-25	-12	-5	-7	6	-16	1
C[C@@H]1CN([C@@H](C)CO)C(=O)c2cc(NC(=O)Nc3ccccc3)ccc2O[C@H]1CN(C)C(=O)Nc1ccc(F)cc1	-11	2	1	0	-1	1[16.7 µM]	20	-3
CCOC(=O)c1sc(NC(=O)Cc2ccc(C)cc2)nc1C	/	/	-16	-1	0	/	1	/
O=C(CSC1=NCCS1)N1N=C(c2cccs2)CC1c1ccc(F)cc1 (configuration not stated)	12	/	5	17	-4	-31	0	-5
CC(C)(C)NC(=O)C1CCC(C)(C(=O)O)C1(C)C (configuration not stated)	/	/	-5	/	/	1	0	-2
COCC(=O)N1CC2(C1)CN(Cc1ccccc1Cl)[C@H](CO)c1[nH]c3cc(OC)ccc3c12	11	13	-7	-3	3	/	/	/

(cont.)
SMILES	LGR2 inh	PGC1a acetyl inh	PAX8 inh HTS	CASP6 VEID inh	EWS-Fli block	miR-122 sensor	FN deposit inh	Cneo AK release
O=C(CCNS(=O)(=O)c1ccc2[nH]c(=O)oc2c1)NCc1ccccc1	17	-3	-8	10	/	0	-17	-1
CSc1nc(N)nc(SCC(=O)C23CC4CC(CC(C4)C2)C3)c1C#N	-1	-3	/	/	/	0	1	19
CCOc1ccc(NC(=O)CN2C(=O)NC(C)(c3ccc(OC(F)F)cc3)C2=O)cc1 (configuration not stated)	-3	/	11	3	16	-4	-3	0
Cn1c(=O)[nH]c(=O)c2c1nc(SCCO)n2CCCc1ccccc1	-6	-4	0	1	-4	-4	-2	-1
CC(=O)N(C[C@H]1N[C@H](CO)[C@@H]1c1ccccc1)C(C)C	10	1	-3	0	-1	-18[16.7 µM]	/	-6
Cc1cc(Cl)ccc1C(=O)C1CCCN(C(=O)c2cc(C(C)C)no2)C1 (configuration not stated)	15	/	-23	-8	1	-4	-8	3
C[C@H]1CN([C@@H](C)CO)S(=O)(=O)c2ccc(-c3cccc(F)c3)cc2O[C@@H]1CN(C)C(=O)Nc1cc(F)ccc1F	8	-3	/	0	15	14[16.7 µM]	/	-2
O=C(C[C@@H]1CC[C@H](NC(=O)NC2CCCCC2)[C@@H](CO)O1)NCc1ccc(F)cc1	0	3	7	0	1	-6[16.7 µM]	-4	0
COc1cc(/C=N/NC(=O)c2cccc(S(=O)(=O)N3CCCC3)c2)cc(OC)c1O	2	/	-1	1	1	/	/	/
O=C(CCC1CCCCC1)N1CCN(Cc2ccc3c(c2)OCO3)CC1	/	10	/	/	/	1	-4	-4
C/C(=N\O)C(C)NC(=O)c1ccccc1 (configuration not stated)	1	/	-24	0	11	/	9	/
C[C@H](CO)N1C[C@H](C)[C@H](CN(C)Cc2ccc3c(c2)OCO3)OCCCC[C@H](C)Oc2ccc(NS(=O)(=O)c3cccs3)cc2C1=O	-1	-5&2	19&-15	/	5&6	-2&-4[16.7 µM]	/	-4&-12
COc1ccc(-c2cc(NC=O)c3ncc(-c4ccc(OC)c(OC)c4)n3c2)cc1	-40	-6	6	8	?	-5	22	-1
O=C(CSc1nnc(-c2ccco2)n1CC1CCCO1)NC1CCCC1 (configuration not stated)	/	1	/	/	/	-4	-15	1
COc1cccc(S(=O)(=O)Nc2ccc3c(c2)C(=O)N(C)C[C@H](OC)[C@@H](C)CN(Cc2ccccc2F)[C@@H](C)CO3)c1	10	-8	65*	-1	6	/	-7	1
Cc1ccc(C(=O)NC2CC3CCCC(C2)N3C(=S)NCc2ccco2)cc1 (configuration not stated)	34	-5	-10	0	-3	/	9	-1
O=C(N/N=C/c1cc2c(cc1Cl)OCO2)c1ccc2c(c1)OCCO2	/	-9	-33	-2	-38	/	-3	/
O=C(N[C@@H]1C=C[C@H](CC(=O)N2CCCCC2)O[C@H]1CO)c1ccccn1	27	-7	-2	1	-9	/	/	0
COc1ccccc1N1CCN(C(=O)c2sc3nc(-c4ccc(F)cc4)cn3c2C)CC1	?	1	27	-1	17	-15	-10	-4
CCC1C(=O)N(C)CCc2ccccc21 (configuration not stated)	-2	1	18	/	/	-1	7	-1
